Growth percent in the NCI-60 one-dose screen (48 h, 10 µM unless noted): 100 = growth as untreated, 0 = no growth, -100 = all killed.
EKVX: EKVX NSCLC; 71,000 tested, 3% active
M14: M14 melanoma. 80,000 tested, 6.2% active. AID 1794745
RPMI-8226: RPMI-8226 leukemia cells; 77,000 tested, 7.5% active
HOP-62: HOP-62 NSCLC | 80,000 tested, 3.9% active
MOLT-4: MOLT-4 leukemia cells. 80,000 tested, 6.9% active. AID 1794779
HOP-92: HOP-92 NSCLC cells. AID 1794738. 71,000 tested, 6.3% active
A549/ATCC: A549/ATCC NSCLC; 81,000 tested, 3.7% active; AID 1794740
CCRF-CEM: CCRF-CEM leukemia; 77,000 tested, 7% active
Numbers without * were called inactive; · = not tested or not shown; & = joins results of further samples. Rule for the calls: active = growth percent below 10; inactive = the rest.

Preview (7 entries):
SMILES	EKVX	M14	RPMI-8226	HOP-62	MOLT-4	HOP-92	A549/ATCC	CCRF-CEM
COC(=O)c1ccc(-n2cc([C@]3(OC(C)=O)CC[C@H]4[C@@H]5CCC6=CC(=O)CC[C@@H]6[C@H]5CC[C@@]43C)nn2)cc1	·	109	90	106	94	·	88	104
Cc1ccc(C(=O)Nc2ccccc2N)cc1	·	78	15	92	31	·	91	4.7*
N#C/C(=C\c1cccc2cnccc12)n1nc2cccc(F)c2n1	80	82	82	104	88	67	92	72
CCN(CC)CCOC(=O)c1ccc(NC(=O)CN(CC)CC)cc1	109	105	91	99	101	90	91	91
Clc1ccc(/C=N\Nc2ccccn2)c(Cl)c1	72	109	81	74	84	64	82	83
C[C@@H]1C[C@@H]([C@@H](CC2CC(=O)NC(=O)C2)OC(=O)CC(=O)c2ccccc2)C(=O)[C@@H](C)C1	11	11	17	13	9.8*	9.2*	1.8*	15
COC(=O)C(=O)C(C#N)c1c(Cl)cccc1Cl (centres undefined)	95	88	107	104	115	106	105	110

This part in full, previewed entries included:
SMILES	EKVX	M14	RPMI-8226	HOP-62	MOLT-4	HOP-92	A549/ATCC	CCRF-CEM
COC(=O)c1ccc(-n2cc([C@]3(OC(C)=O)CC[C@H]4[C@@H]5CCC6=CC(=O)CC[C@@H]6[C@H]5CC[C@@]43C)nn2)cc1	·	109	90	106	94	·	88	104
Cc1ccc(C(=O)Nc2ccccc2N)cc1	·	78	15	92	31	·	91	4.7*
N#C/C(=C\c1cccc2cnccc12)n1nc2cccc(F)c2n1	80	82	82	104	88	67	92	72
CCN(CC)CCOC(=O)c1ccc(NC(=O)CN(CC)CC)cc1	109	105	91	99	101	90	91	91
Clc1ccc(/C=N\Nc2ccccn2)c(Cl)c1	72	109	81	74	84	64	82	83
C[C@@H]1C[C@@H]([C@@H](CC2CC(=O)NC(=O)C2)OC(=O)CC(=O)c2ccccc2)C(=O)[C@@H](C)C1	11	11	17	13	9.8*	9.2*	1.8*	15
COC(=O)C(=O)C(C#N)c1c(Cl)cccc1Cl (centres undefined)	95	88	107	104	115	106	105	110
CC(C)NS(=O)(=O)c1ccc(NCc2ccccc2F)c([N+](=O)[O-])c1	108	121	40	101	91	13	97	81
COc1ccc(C(=O)N2NC(=O)/C(=C/c3ccc(F)cc3)N=C2c2ccccc2)cc1	88	87	70	99	42	94	86	·
c1ccc2nc3c(cc2c1)oc1ncccc13	100	95	100	105	101	115	96	103
CCCCCC(N)c1ccc(Cl)cc1 (centres undefined)	97	84	92	79	102	44	98	93
CCCCN=C(N)c1ccc(OCCSCCOc2ccc(C(N)=NCCCC)cc2)cc1	37	82	26	68	68	40	20	72
Cc1cccc(OC(=O)Cc2ccccc2)c1	101&104	103&102	110&111	91&98	104&98	101	101&99	110&94
CC(=O)c1cc(C(=O)c2ccc(Br)cc2)n2ccc(C#N)cc12	110	101	112	109	109	102	106	107
Fc1ccc(-c2nnc(-c3c(-c4ccccc4)nc4ncccn34)o2)cc1	107	107	81	108	88	·	102	89
NC(=O)NCCc1ccccc1	96	106	99	116	95	108	96	89
N#Cc1c(-c2ccc(F)cc2)nc(SCc2ccc([N+](=O)[O-])cc2)nc1N1CCNCC1	99	105	109	116	116	108	97	95
CCCCN1CCN(c2ccc3nc(-c4ccc5nc(-c6ccc(OC)c(OC)c6)[nH]c5c4)[nH]c3c2)CC1	39	-52*	-19*	-1.2*	-14*	61	28	3.3*
S=c1n(CN2CCOCC2)nc(-c2cc(-c3ccccc3)nc3ccccc23)n1-c1ccccc1	106	105	115	103	103	105	111	105
NC(=O)CC1CCC(c2ccccc2)CC1 (centres undefined)	93	99	102	94	113	103	101	104
C=CCCCCCCCCCOC(C)=O	·	104	101	·	103	90	·	101
CC(/C=N/NC(=O)c1cc(-c2ccco2)[nH]n1)=C\c1ccccc1	89	95	85	95	97	58	105	92
COc1ccc(N2N=C(c3ccc4c(c3)OCCO4)CC2c2cccc(NC(=O)CCCNS(=O)(=O)c3ccc(Cl)cc3)c2)cc1 (centres undefined)	66	95	51	92	41	108	83	76
CC(=O)OCC1O[C@@H](OC(C)=O)C(NC(=O)c2cn(C3CC3)c3cc(N4CCN(C(C)=O)CC4)c(F)cc3c2=O)[C@@H](OC(C)=O)[C@@H]1OC(C)=O (some centres undefined)	108	109	·	107	107	106	105	98
CN(C)c1ccc(-c2ccc(-c3ccc(C#N)cn3)o2)cc1	·	77	84	61	102	94	57	100

Whole records as entered above. Order of screens: EKVX	M14	RPMI-8226	HOP-62	MOLT-4	HOP-92	A549/ATCC	CCRF-CEM
CN(C)c1ccc(-c2ccc(-c3ccc(C#N)cn3)o2)cc1 is listed as ·	77	84	61	102	94	57	100
C[C@@H]1C[C@@H]([C@@H](CC2CC(=O)NC(=O)C2)OC(=O)CC(=O)c2ccccc2)C(=O)[C@@H](C)C1 is listed as 11	11	17	13	9.8*	9.2*	1.8*	15
CC(C)NS(=O)(=O)c1ccc(NCc2ccccc2F)c([N+](=O)[O-])c1 is listed as 108	121	40	101	91	13	97	81
Clc1ccc(/C=N\Nc2ccccn2)c(Cl)c1 is listed as 72	109	81	74	84	64	82	83
Cc1ccc(C(=O)Nc2ccccc2N)cc1 is listed as ·	78	15	92	31	·	91	4.7*

Going on with the list.
SMILES	EKVX	M14	RPMI-8226	HOP-62	MOLT-4	HOP-92	A549/ATCC	CCRF-CEM
O=CC1N=C(Cc2ccccc2)OC1=O (centres undefined)	103	102	101	97	103	94	108	102
CCN1C(=O)N(CC)C2C1NC(=S)N2/N=C/c1ccc(F)cc1 (centres undefined)	98	96	102	98	98	100	98	105
CCOC(=O)Cc1cnn(C)c1NC(C)=O	91	101	·	97	104	86	97	108
O=C1/C(=C/c2ccc(N3CCN(Cc4ccccc4)CC3)cc2)Oc2cc(O)ccc21	96	103	67	94	58	96	82	74
c1ccc2c(c1)CCc1ccccc1C2	91	97	98	88	113	85	114	107
CSc1nc(NCC(C)C)nc(NCC(C)C)n1	·	109	80	94	96	74	94	95
CC(=O)N=c1sc(S(N)(=O)=O)nn1C	92	105	106	99	117	80	113	107
NC(=O)SCC(=O)Nc1ccccc1	120	89	102	112	88	·	81	106
CC12CCC(/C(=C/O)C1=O)C2(C)C (centres undefined)	104	99	94	101	110	84	103	90
CC(C)CC(NC(=O)CN(Cc1ccccc1)S(C)(=O)=O)C(=O)O (centres undefined)	98	97	102	96	95	-0.4*	96	98
COc1cc(/C=N/NC(=O)CSc2nc3sc4c(c3c(=O)n2-c2ccc(Cl)cc2)CCCC4)ccc1OCc1ccccc1	88	99	105	102	107	97	99	98
COc1cc(-c2cc(-c3ccccc3)nc3nc(N)nn23)cc(OC)c1OC	91	100	95	94	98	92	105	95
Fc1cccc(Cn2c(-c3cncs3)nc3ccccc32)c1	·	120	62	98	99	52	97	85
CNC(=S)N(C)C	109	97	98	97	124	113	111	99
Cc1ccccc1N=C(c1ccccc1)C1C(=O)c2ccccc2C1=O	89	78	60	99	56	73	·	65
C=C(C(=O)O)c1ccccc1	117	101	107	107	91	·	106	99
Cc1ccc(S(=O)(=O)NC(=O)NNC(=O)C(=O)Nc2ccc(F)cc2)cc1	·	105	103	103	96	101	101	94
C[C@@H]1OCC2(CCN(c3cnc(C(=O)Nc4cc(F)cc5cccnc45)cn3)CC2)[C@@H]1N	78	81	56	84	21	46	82	16
O=S(=O)(NCCNc1nccc(-c2c(-c3ccccc3)nc3occn23)n1)c1ccc(Cl)cc1	67	51	49	70	46	54	25	43
COc1ccc2c(c1)c(-c1nonc1-c1cn(C)c3ccccc13)cn2C	52	24	21	33	30	48	30	26
COc1ccc(C(=O)c2cc(F)c(F)c(OC)c2F)cc1OC(=O)CCl	74	-3.1*	37	39	30	53	54	33
O=C(O)C1C2CC3OC(=O)C1C3C2 (centres undefined)	151	107	98	103	96	94	103	80
CC(C)NC(=O)c1cc(-c2ccc(NC(=O)Nc3ccc(F)cc3)cc2)nc2cccnc12	102	102	109	101	133	97	104	112
C[P+](C)(c1ccccc1)c1ccccc1	·	106	89	105	90	94	·	·
CC1(C)NCCC[C@]2(C)[C@H]3CC[C@@H]4[C@H]5[C@H](C(=O)/C=C/c6ccco6)CC[C@]5(CO)CC[C@@]4(C)[C@]3(C)CC[C@@H]12	101	91	44	92	·	70	87	75

Continued:
SMILES	EKVX	M14	RPMI-8226	HOP-62	MOLT-4	HOP-92	A549/ATCC	CCRF-CEM
Cc1ccc(Nc2nc(N)[nH]c(=O)c2N=O)cc1	97	89	113	100	98	83	101	107
O=C1c2cc(Cl)ccc2OC2CCON12 (centres undefined)	141	100	91	105	136	93	107	94
COc1ccc(/C(CSc2nc3c([nH]2)c(=O)n(C)c(=O)n3C)=N\O)cc1	102	103	98	104	94	114	101	102
CCn1c(Sc2nnc(NC(=O)CCSC(=S)N3CCOCC3)s2)nc2c1c(=O)n(C)c(=O)n2C	97	94	98	96	102	79	98	93
O=[N+]([O-])c1ccccc1SCl	105	102	98	97	96	109	97	97
O=C1N(Cc2ccccc2Cl)c2ccccc2C12NN=C(c1cccc(Cl)c1)S2 (centres undefined)	-31*	4.7*	30	-23*	-18*	-68*	-64*	1.0*
N=C(N)SCc1cccc2ccccc12	71	84	66	95	88	30	86	76
CCn1c(SCC(=O)Nc2cccc(C(=O)/C=C/c3ccc(C)cc3)c2)nc2ccccc2c1=O	99	·	7.2*	108	88	78	68	67
CS(=O)(=O)c1ccc(C(=O)O)cc1	99	110	101	105	102	93	98	101
Cn1cc(-c2csc(-c3c[nH]c4ncccc34)n2)c2cc(F)cnc21	52	59	70	79	80	·	85	66
COc1cc(CNc2oc(-c3ccccc3)c(-c3ccccc3)c2C#N)cc(CN2CCN(C)CC2)c1O	66	-62*	2.7*	79	-14*	44	57	46
O=C(Nc1ccccc1)Nc1cccc(N=Cc2c(O)ccc3ccccc23)c1	89	93	79	82	95	95	101	87
Cc1c(Cc2ccccc2)c(=O)oc2c(C)c(OCC(=O)NN)ccc12	100	104	88	·	97	84	97	80
c1ccc(-c2nnc(-c3ccccc3)c3nonc23)cc1	70	98	·	90	·	·	93	·
COC(=O)c1cc(=O)nc(NN=C(C)C)s1	·	105	92	127	87	61	97	87
CCn1cc(/C=C(/SS/C(=C/c2cn(CC)c3cccc(C(=O)O)c23)C(=O)O)C(=O)O)c2c(C(=O)O)cccc21	96	95	108	93	99	92	99	96
C#C[C@@]1(O)[C@@H](CO)O[C@@H](n2ccc3c(N)ncnc32)[C@@H]1O	-4.7*	-39*	4.2*	4.6*	-1.2*	-16*	-19*	13
CC(C)=CCC/C(C)=C/CSc1nnc(-c2c(C)nc3ccc(Br)cn23)o1	83	99	64	92	88	89	81	94
COC(=O)/C=C1\SC(=Nc2cccc(OC)c2)N(CCc2c[nH]c3ccccc23)C1=O	76	65	20	53	2.8*	47	61	25
COc1cc(NC(=O)NCc2ccco2)ccc1-c1ccc(NC(=O)NCc2ccco2)cc1OC	73	64	65	34	63	23	35	61
COc1ccc(C(=O)/C=C/c2ccc(OCc3ccc(F)cc3)c(OC)c2)cc1OC	60	38	1.4*	27	9.8*	-15*	12	7.3*
Cc1ccc(C2CC(c3cccc(Nc4ccncc4)c3)=NN2C=O)cc1 (centres undefined)	76	92	77	83	82	70	91	86
O=C(Cn1cc(-c2ccc3c(c2)ncn3-c2ccccc2)cn1)NCCn1cc(COCCOCCNc2cccc3c2C(=O)N(C2CCC(=O)NC2=O)C3=O)nn1 (centres undefined)	96	103	·	106	103	94	99	84
CN(C)c1cccc2c(S(=O)(=O)Nc3cccc(-c4csc(NC(=O)CCCCCN5CCN(c6cccc7c6C(=O)N(C6CCC(=O)NC6=O)C7=O)CC5)n4)c3)cccc12 (centres undefined)	103	130	77	115	·	112	99	85
Nc1ncnc(Nc2ccccc2Oc2ccccc2)n1	108	112	103	113	100	·	108	100

Later entries
SMILES	EKVX	M14	RPMI-8226	HOP-62	MOLT-4	HOP-92	A549/ATCC	CCRF-CEM
Cc1[nH]c2ccccc2c1C=O	99	105	102	104	115	96	110	108
CC1(C)CC(=O)C2=C(C1)N(c1ccc(F)cc1F)C(N)=C(C#N)C2c1ccc(Br)s1 (centres undefined)	93	95	85	76	98	103	84	98
Cc1ccc2[nH]c(=S)[nH]c(=O)c2c1	104	101	109	99	93	93	99	99
NCCNC(=O)c1cccc(COc2ccccc2NC(=O)c2cc([N+](=O)[O-])c[nH]2)c1	95	97	100	90	95	121	104	96
NS(=O)(=O)c1ccc(-n2nc(-c3ccc(C4CCCCC4)cc3)ccc2=O)cc1	·	103	102	96	96	90	100	·
CS(=O)(=O)c1ccc(-n2nc(C(=O)N(O)Cc3ccccc3)cc2-c2ccccc2)cc1	96	107	95	100	87	96	94	102
C[C@]12CCc3nc(-c4cccc(Oc5cccc(C(F)(F)F)n5)c4)sc3C1=CC[C@@H]1[C@@H]2CC[C@]2(C)/C(=N\NC(=O)c3ccncc3)CC[C@@H]12	91	99	78	108	93	110	106	87
Cc1ccc(-c2nc(SCC(=O)c3ccccc3)nc(Nc3ccc(S(N)(=O)=O)cc3)c2C#N)cc1	100	37	65	26	87	38	87	82
COc1ccc(-n2c(-c3cc4ccccc4nc3Cl)noc2=O)cc1	87	93	81	87	99	87	97	95
CCc1cc(Cl)c(OC)c(C(=O)NCC2CCCN2CC)c1O (centres undefined)	82	103	96	·	88	66	96	96
COc1ccc(S(=O)(=O)n2ccc(-c3ccc4c(c3)CCC(C)(C)O4)n2)cc1	52	86	49	112	66	61	74	59
Cc1ccc(SC2=C(Sc3ccc(C)cc3)C(=O)c3ccccc3C2=O)cc1	80	66	38	83	45	44	82	23
CCCCCCCCCCOCCS	113	105	97	101	93	·	104	97
Cc1ccc(-c2c(O)c3cc(C)c(C)cc3c3oc(=O)sc23)cc1	90	93	75	94	87	42	97	96
OC(Cc1cc(CC(O)(C(F)(F)F)C(F)(F)F)nc(CC(O)(C(F)(F)F)C(F)(F)F)c1)(C(F)(F)F)C(F)(F)F	16	14	-7.5*	-37*	-8.2*	-28*	3.1*	7.2*
